Bioassay records as filed in PubChem.
phage Ecoli inh – growth loss of phage-infected E. coli, primary screen, RecBCD inhibitor project, absorbance, with phage, HTS; inhibition, % at 11.9 µM; 360,000 tested, 0.26% active; in the data active means inhibition above about 11%
DAGLB inhibitor – DAGLB lipase inhibitors, primary screen, biochemical, fluorescence, HTS | Diacylglycerol lipase-beta (Homo sapiens), Q8NCG7 | 340,000 tested, 0.059% active | HEK293T DAGLB membrane lysate, EnzChek fluorogenic substrate | inhibition, % at 5.17 µM; in the data active means inhibition above about 34%;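 further: 0% = enzyme with vehicle and 100% = wells lacking enzyme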
Target sequence (Q8NCG7 whole entry, looked up): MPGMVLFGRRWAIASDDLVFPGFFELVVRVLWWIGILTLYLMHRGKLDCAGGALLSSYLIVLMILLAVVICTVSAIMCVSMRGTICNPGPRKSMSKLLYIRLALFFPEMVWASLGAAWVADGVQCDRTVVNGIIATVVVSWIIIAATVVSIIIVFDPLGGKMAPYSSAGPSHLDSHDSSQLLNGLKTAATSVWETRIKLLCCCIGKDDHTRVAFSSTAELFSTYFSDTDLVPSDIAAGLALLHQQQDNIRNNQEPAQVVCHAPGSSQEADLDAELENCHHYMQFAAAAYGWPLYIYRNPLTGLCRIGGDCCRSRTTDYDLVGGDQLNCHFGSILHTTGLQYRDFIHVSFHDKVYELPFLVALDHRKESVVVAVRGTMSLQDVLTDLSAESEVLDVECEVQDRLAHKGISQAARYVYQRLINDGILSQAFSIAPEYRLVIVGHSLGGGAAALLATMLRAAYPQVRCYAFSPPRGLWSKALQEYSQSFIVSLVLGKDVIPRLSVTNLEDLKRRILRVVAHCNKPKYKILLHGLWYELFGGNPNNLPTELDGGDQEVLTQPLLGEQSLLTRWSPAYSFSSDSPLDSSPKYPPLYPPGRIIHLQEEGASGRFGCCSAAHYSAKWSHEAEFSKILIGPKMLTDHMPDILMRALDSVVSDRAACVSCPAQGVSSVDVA
Ecoli viability – E. coli V3065 growth inhibition, primary screen, counter-screen for AddAB inhibitor project, absorbance, OD600. 18 h. inhibition, % at 11.9 µM. 330,000 tested, 0.27% active. AID 449728, 2010;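 active means inhibition above the campaign's mean inhibition across all tested compounds plus 3 SD, cut at about 9.9% in these data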;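 further: uninfected addAB+ strain grown without phage in ampicillin broth; 0% = DMSO wells and 100% = ciprofloxacin 0.95 µg/ml wells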
PvdQ acylase – P. aeruginosa PvdQ acylase inhibitors, primary screen, biochemical, fluorescence, plate reader and imaging, single point | PvdQ acylase [Pseudomonas aeruginosa LESB58] | purified PvdQ acylase | inhibition, % at 10 µM | 340,000 tested, 0.063% active | AID 488965, 2010; in the data active means inhibition above about 30%, passing the limit was not always enough; inconclusive means no clear call, values can overlap the other calls;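 further: 0% = vehicle neutral wells and 100% = reference inhibitor wells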
Tat export inh – E. coli Tat export inhibitors, primary screen, MC4100, TorA-mCherry reporter, fluorescence, single point; AID 488895, 2010; 340,000 tested, 0.036% active; inhibition, % at 10 µM;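 active means mean replicate inhibition at least 50% and at least half of replicates individually reaching 50%; inconclusive means only one of the two criteria met; inactive means neither criterion met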;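 further: exported cargo escapes ClpAP degradation while cytoplasmic cargo is degraded and loses fluorescence; 0% = median of neutral control wells and 100% = median of NaSCN control wells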
CAL PDZ FP – CAL PDZ peptide-binding inhibitors, primary screen, biochemical, fluorescence polarization, Cer-tagged CAL PDZ, HTS; Golgi-associated PDZ and coiled-coil motif-containing protein (Homo sapiens), Q9HD26; purified CAL PDZ, TMR-peptide fluorescence polarization, 1 h; inhibition, % at 20 µM; 330,000 tested, 0.02% active; AID 504414, 2011;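 active means highest replicate inhibition of at least 40%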;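 further: plate controls were DMSO neutral control wells for no effect and unlabeled competitor peptide control wells for full effect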
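Material – purified CerCALP PDZ construct · Detection – FP readout, S and P plane fluorescence · Measure – percent inhibition from loss of millipolarization · Controls – unlabelled peptide for full inhibition, DMSO wells as neutral · Probe or stimulus – TMR-labelled reporter peptide T*-PRC34 bound in PDZ groove · Times – 1 h at RT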
AddAB inh – growth inhibition of E. coli expressing H. pylori AddAB, primary screen, AddAB inhibitor project, absorbance; inhibition, % at 11.9 µM; 330,000 tested, 0.29% active; in the data active means inhibition above about 12%;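 further: 0% = vehicle wells of infected cells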
PfHsp90 set2 – growth inhibition of PfHsp90-expressing yeast, primary screen, antimalarial PfHsp90 inhibitor project, S. cerevisiae, BacTiter-Glo luminescence, single point, set 2 | BacTiter-Glo ATP, 48 h; yeast lacking PDR1 and PDR3 efflux regulators | inhibition, % at 9.4 µM | 310,000 tested, 0.32% active | AID 504621, 2011;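 active means every replicate shows inhibition above about 80%, whatever the replicate mean, limit read from the data; inconclusive means mean inhibition reaches the set limit but some replicate falls short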;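 further: 0% = DMSO neutral controls and 100% = 20 µM radicicol positive controls; yeast relying on Plasmodium falciparum Hsp90 in place of its own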
Rtt109 HAT inh – inhibitors of C. albicans Rtt109/Vps75 HAT, primary screen, biochemical, ThioGlo CoA-SH fluorescence, plate reader; 330,000 tested, 0.16% active; inhibition, % at 34.9 µM; Histone acetyltransferase RTT109 (Candida albicans (strain SC5314 / ATCC MYA-2876)), …; purified Rtt109/Vps75, 4 h;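 active means inhibition of at least 50% in every replicate; inconclusive means best replicate reaches 50% inhibition but some replicates fall short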
Wnt act – Wnt/beta-catenin pathway activators, primary screen, cell-based, plate reader, single point. Wnt/beta-catenin reporter cell assay, activator. activation, % at 9.35 µM. 300,000 tested, 1.2% active. AID 743398, 2014; in the data active means activation above about 30%, passing the limit was not always enough; inconclusive means no clear call, values can overlap the other calls;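 further: 0% = neutral control wells and 100% = positive control wells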
Numbers without * were called inactive; ? = inconclusive; . = not tested or not shown.

SMILES	phage Ecoli inh	DAGLB inhibitor	Ecoli viability	PvdQ acylase	Tat export inh	CAL PDZ FP	AddAB inh	PfHsp90 set2	Rtt109 HAT inh	Wnt act
O=C(O)c1cc(O)ccc1NC(=O)C(c1ccccc1)c1ccccc1	-1.9	4	0.8	-21	12	-2.8	-0.6	-6	-9	0
CCn1c(SCc2nc3ccccc3[nH]2)nnc1-c1ccncc1	-1.6	1	1.9	-1	11	0.3	0.3	-10	-2	.
OCC1(Cc2ccccc2)CCCN(Cc2ccn[nH]2)C1 (stereo not drawn)	1.1	2	2.8	-20	-2	.	2.7	-19	-7	1
CC(=O)c1ccc(OC(C)C)c(CSc2nc(O)cc(=O)[nH]2)c1	1.1	2	0.8	-12	2	-0.6	2.4	4	6	-1
CN(C)/C=N/c1sc2c(c1C#N)CC(C)(C)NC2(C)C	0.2	-1	0.3	9	?	-1.9	3.0	-10	31	1
COC(=O)c1ccccc1NC(=O)NCc1ccc2c(c1)OCO2	2.6	-1	1.4	5	-6	-0.4	1.3	11	1	-2
CCOc1ccc(OCc2ccc(C(=O)N3CCCC3)o2)cc1	-0.2	-1	-0.3	-26	-10	-2.8	-0.1	-2	.	-2
Cn1c(SCC(=O)N2CCN(c3ccccc3)CC2)nnc1-c1ccco1	0.5	0	-2.1	-11	3	0.3	-0.2	5	-5	.
O=C(NCc1ccc(F)cc1)c1cc2ccccn2n1	5.6	-1	0.3	-9	-6	-0.2	-0.3	2	-2	-1
COc1ccc(C(=O)c2ccc(Cl)c([N+](=O)[O-])c2)cc1	3.3	-3	-0.7	6	13	-2.4	3.0	-11	14	-27
COc1ccc2c(CCNC(=O)Nc3ccccc3)c[nH]c2c1	5.3	-2	0.3	1	-7	-1.1	4.0	4	-3	-2
O=C(NCc1ccccc1F)c1cccc(S(=O)(=O)N2CCCCCC2)c1	0.1	-3	-1.9	-1	7	-1.2	0.9	-12	2	6
CCOC(=O)c1cc2sc(C)cc2n1C(C)C(=O)OCC (stereo not drawn)	-1.7	-6	0.2	6	5	-2.6	-0.1	-8	.	.
Cc1nc2c(=O)n(-c3ccc(F)c(Cl)c3)nc(C)c2s1	-1.9	.	0.2	.	.	.	0.1	.	.	2
CCOc1cc(/C=N/NC(=O)C2CCCC2)ccc1OC(C)C	-0.2	-1	0.8	-8	5	-1.0	-0.9	-15	-11	-1
Cc1ccc(NC(=O)CCC(=O)N/N=C/c2ccccc2O)cc1	-1.3	3	-4.5	-17	-7	-3.3	-2.6	2	2	-1
COc1ccc(-c2oc3cccnc3c2/C=C/c2ccc(OC)c(OC)c2)cc1	1.6	-3	0.4	-58	7	1.5	1.1	-9	2	10
Cc1nn(-c2ccccc2)c(N)c1N=O	2.2	.	0.2	.	.	.	2.1	.	.	2
CCOc1cc(N2CCOCC2)c(OCC)cc1NC(=O)c1ccc(-n2ccnc2)c([N+](=O)[O-])c1	1.1	1	1.1	-8	-8	-0.3	0.3	19	11	-3
O=C1/C(=C/c2ccccc2)CN(C(=O)CCN2CCOCC2)C/C1=C\c1ccccc1	1.4	-11	.	11	-1	-0.5	.	13	16	-25
O=C(CCCc1ccccc1)NCc1ccccc1Cl	-0.5	-3	1.1	-1	-8	-0.5	-2.0	-7	2	3
O=C(NCCO)NC(=S)c1ccccc1	0.5	-1	1.9	-8	-8	-1.0	2.4	-45	-2	.
CCC1c2ccc(C)n2CCN1C(=O)Nc1ccccc1C(=O)OC (stereo not drawn)	1.1	-3	4.6	-4	0	-0.4	1.7	8	-8	.
CC(C)(Cc1ccc(O)cc1)NC(=O)SCc1ccccc1	0.3	-34	-2.8	-7	-5	-1.3	5.5	4	-5	1
CCC(C(=O)NCCCN1CCCC1=O)n1c2ccccc2c2nc(=O)cc(C)n21 (stereo not drawn)	-0.4	-1	-1.1	-10	3	-2.2	4.2	3	5	3

Some of the entries so far, in markdown:
| SMILES | phage Ecoli inh | DAGLB inhibitor | Ecoli viability | PvdQ acylase | Tat export inh | CAL PDZ FP | AddAB inh | PfHsp90 set2 | Rtt109 HAT inh | Wnt act |
| --- | --- | --- | --- | --- | --- | --- | --- | --- | --- | --- |
| COc1ccc(-c2oc3cccnc3c2/C=C/c2ccc(OC)c(OC)c2)cc1 | 1.6 | -3 | 0.4 | -58 | 7 | 1.5 | 1.1 | -9 | 2 | 10 |
| Cc1nn(-c2ccccc2)c(N)c1N=O | 2.2 | . | 0.2 | . | . | . | 2.1 | . | . | 2 |

Shown in markdown: part of the list above.
| mol | phage Ecoli inh | DAGLB inhibitor | Ecoli viability | PvdQ acylase | Tat export inh | CAL PDZ FP | AddAB inh | PfHsp90 set2 | Rtt109 HAT inh | Wnt act |
| --- | --- | --- | --- | --- | --- | --- | --- | --- | --- | --- |
| Cc1nc2c(=O)n(-c3ccc(F)c(Cl)c3)nc(C)c2s1 | -1.9 | . | 0.2 | . | . | . | 0.1 | . | . | 2 |
| CCOc1cc(/C=N/NC(=O)C2CCCC2)ccc1OC(C)C | -0.2 | -1 | 0.8 | -8 | 5 | -1.0 | -0.9 | -15 | -11 | -1 |
| Cc1ccc(NC(=O)CCC(=O)N/N=C/c2ccccc2O)cc1 | -1.3 | 3 | -4.5 | -17 | -7 | -3.3 | -2.6 | 2 | 2 | -1 |
| COc1ccc(-c2oc3cccnc3c2/C=C/c2ccc(OC)c(OC)c2)cc1 | 1.6 | -3 | 0.4 | -58 | 7 | 1.5 | 1.1 | -9 | 2 | 10 |
| Cc1nn(-c2ccccc2)c(N)c1N=O | 2.2 | . | 0.2 | . | . | . | 2.1 | . | . | 2 |
| CCOc1cc(N2CCOCC2)c(OCC)cc1NC(=O)c1ccc(-n2ccnc2)c([N+](=O)[O-])c1 | 1.1 | 1 | 1.1 | -8 | -8 | -0.3 | 0.3 | 19 | 11 | -3 |
| O=C1/C(=C/c2ccccc2)CN(C(=O)CCN2CCOCC2)C/C1=C\c1ccccc1 | 1.4 | -11 | . | 11 | -1 | -0.5 | . | 13 | 16 | -25 |
| O=C(CCCc1ccccc1)NCc1ccccc1Cl | -0.5 | -3 | 1.1 | -1 | -8 | -0.5 | -2.0 | -7 | 2 | 3 |
| O=C(NCCO)NC(=S)c1ccccc1 | 0.5 | -1 | 1.9 | -8 | -8 | -1.0 | 2.4 | -45 | -2 | . |
| CCC1c2ccc(C)n2CCN1C(=O)Nc1ccccc1C(=O)OC (stereo not drawn) | 1.1 | -3 | 4.6 | -4 | 0 | -0.4 | 1.7 | 8 | -8 | . |
| CC(C)(Cc1ccc(O)cc1)NC(=O)SCc1ccccc1 | 0.3 | -34 | -2.8 | -7 | -5 | -1.3 | 5.5 | 4 | -5 | 1 |
| CCC(C(=O)NCCCN1CCCC1=O)n1c2ccccc2c2nc(=O)cc(C)n21 (stereo not drawn) | -0.4 | -1 | -1.1 | -10 | 3 | -2.2 | 4.2 | 3 | 5 | 3 |
